# MITF inh – inhibitors of human MITF | 650,000 tested, 0.91% active | inhibition, % at 2.6 µM | O75030 | AlphaScreen MITF homodimerization, bead proximity signal; in the data active = inhibition above about 50%;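 note: 0% = vehicle wells with protein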
# Target sequence (O75030 whole entry, looked up): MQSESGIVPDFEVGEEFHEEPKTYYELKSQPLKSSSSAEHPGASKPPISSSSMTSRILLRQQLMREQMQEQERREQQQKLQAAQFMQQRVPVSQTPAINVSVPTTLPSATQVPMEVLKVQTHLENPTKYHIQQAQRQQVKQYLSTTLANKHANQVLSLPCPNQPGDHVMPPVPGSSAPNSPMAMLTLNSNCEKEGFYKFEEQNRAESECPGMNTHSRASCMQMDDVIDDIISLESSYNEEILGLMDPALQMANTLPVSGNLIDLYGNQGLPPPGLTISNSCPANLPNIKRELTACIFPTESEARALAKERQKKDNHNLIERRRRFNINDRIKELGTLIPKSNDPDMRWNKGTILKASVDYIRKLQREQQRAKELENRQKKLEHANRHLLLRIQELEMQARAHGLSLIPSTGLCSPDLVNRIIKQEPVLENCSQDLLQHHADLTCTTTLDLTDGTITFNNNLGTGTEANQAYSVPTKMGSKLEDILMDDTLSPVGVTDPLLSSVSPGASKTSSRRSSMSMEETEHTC
# GPR151 ag – activates the human receptor GPR151 | Q8TDV0 | PathHunter beta-arrestin GPR151 cells, luminescence | activation, % at 11.2 µM | 650,000 tested, 1% active; in the data active = activation above about 4.9%;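 note: 0% = median of compound wells and 100% = cells with positive control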
# Target sequence (Q8TDV0 whole entry, looked up): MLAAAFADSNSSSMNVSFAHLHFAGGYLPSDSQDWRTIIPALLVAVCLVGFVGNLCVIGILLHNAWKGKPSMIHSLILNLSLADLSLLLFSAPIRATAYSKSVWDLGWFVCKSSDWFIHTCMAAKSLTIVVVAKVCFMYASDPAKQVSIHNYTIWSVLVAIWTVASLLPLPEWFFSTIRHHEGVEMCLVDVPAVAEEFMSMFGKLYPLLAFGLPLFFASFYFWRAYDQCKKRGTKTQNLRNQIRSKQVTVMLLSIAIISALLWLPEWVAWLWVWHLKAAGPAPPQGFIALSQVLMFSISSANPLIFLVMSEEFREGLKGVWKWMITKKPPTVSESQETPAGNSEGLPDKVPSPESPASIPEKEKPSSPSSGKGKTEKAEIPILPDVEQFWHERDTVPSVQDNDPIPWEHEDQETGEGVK
# TEAD-YAP block – TEAD-YAP interaction inhibition | AID 1259422 | 640,000 tested, 1.4% active | HEK-TIYL cells, TEAD-Gal4/YAP UAS-luciferase luminescence | inhibition, % at 9.12 µM; in the data active = inhibition above about 32%;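 note: 0% = median of test compound wells and 100% = reference inhibitor wells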
# FBW7 act – activators of human E3 ligase FBW7; 650,000 tested, 0.13% active; Q969H0; normalized activity (activation), % at 26.1 µM; AlphaScreen FBW7–phospho-cyclin E peptide binding, activator screen; in the data active = normalized activity above about 1.9%;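 note: purified mutant Fbw7 with reduced substrate affinity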
# * = called active by the depositor; . = no result given.
structure	MITF inh	GPR151 ag	TEAD-YAP block	FBW7 act
O=C(Nc1cccc(C(F)(F)F)c1)c1cc2nc(-c3ccc(Br)cc3)cc(C(F)(F)F)n2n1	-1	1.1	-9	-0.1
CCOc1ccc2c3c(c(=O)oc2c1OCC)CCC3	-3	0.2	1	-0.1
O=C(NCc1ccccn1)c1cccc(OC2CCN(Cc3ccon3)CC2)c1	-7	0.3	-1	0.0
O=C(CCN1C(=O)C2C3CCC(C3)C2C1=O)Nc1ccccc1Cl (stereo not drawn)	-12	-0.3	8	-0.1
O=C1C[C@@H](O)[C@@H](O)[C@@H]2[C@@H]3C(=O)N(c4ccc(F)cc4F)C(=O)[C@@H]3CC[C@@H]12	8	-1.0	.	-0.1
COc1cccc(-n2c(SCC(=O)N3C(C)CCCC3C)nnc2-c2ccncc2)c1 (stereo not drawn)	4	-0.7	9	0.5
COCCNC(=O)/C(C#N)=C/c1ccc(-c2ccc(Cl)c(C(=O)O)c2)o1	1	-1.1	4	-0.1
CC(C)CCn1cnc2sc3c(c2c1=O)CCC(N(C)CCc1cnn(C)c1)C3 (stereo not drawn)	10	0.4	6	0.0
Cc1scc(CN2CCOCC2)c1C	0	-0.5	-2	-0.1
COc1ccccc1CNC(=O)c1cccc(C(=O)NCc2ccccc2OC)c1	5	0.3	5	-0.1
COc1ccc2[nH]c3nc4ccccc4nc3c2c1	0	-1.3	-27	-0.1
CCCN1CCC2(CC1)c1ccccc1[C@@H](NC(=O)CSC)[C@@H]2OC	7	0.0	-4	-0.1
CC1(C)Cc2cccc(OCCCS(=O)(=O)NCc3ccccc3)c2O1	2	0.1	3	0.1
O=C1C(=O)N(C2CCCC2)C(=O)N1CC(=O)N1CCSc2ccccc21	-2	-0.1	5	0.1
O=c1c2c3c(sc2nc2c4ccccc4c(N4CCOCC4)nn12)CCCC3	-8	0.5	0	-0.2
C1=C(CCNc2nc(Cc3ccccc3)nc3sc4c(c23)CCCC4)CCCC1	0	-0.4	6	0.0
CCOc1ccc(/C=C2/NC(=O)N(c3cccc(Cl)c3)C2=O)c(OCC)c1	1	-1.4	13	0.4
CCC(C)NC(=O)c1nn2c(C(F)(F)F)cc(-c3ccc(Br)cc3)nc2c1Br (stereo not drawn)	-6	0.5	2	0.0
Cc1nc(-c2ccc(F)cc2)cc(N2CCOCC2)n1	-7	-1.9	-17	0.2
COC(=O)C1=C(C)Nc2[nH]c(=S)[nH]c(=O)c2C1c1cccc([N+](=O)[O-])c1 (stereo not drawn)	1	1.7	8	0.8
CCCS(=O)(=O)N1CCN(c2nc(C)cc(N3CCN(C)CC3)n2)CC1	-10	0.4	4	-0.2
O=C1C(Cl)=C(N2CCOCC2)C(=O)N1c1cccc(C(F)(F)F)c1	29	-0.4	20	0.2
COc1ccc(Cl)cc1/C=C1\SC(=S)NC1=O	11	-0.6	6	0.1
CC(C)c1nc(NCc2ccccc2)c(C#N)c2c1CCCC2	6	0.6	8	-0.1
COCCCn1c2c(c(=O)[nH]c1=O)C(c1ccc(F)cc1)C1=C(N2)c2ccccc2C1=O (stereo not drawn)	0	1.3	3	-0.1

# As entered above:
# `Cc1nc(-c2ccc(F)cc2)cc(N2CCOCC2)n1` @ MITF inh: -7
# `CCOc1ccc(/C=C2/NC(=O)N(c3cccc(Cl)c3)C2=O)c(OCC)c1` @ MITF inh: 1

# Nothing new here: an excerpt of the list.
structure	MITF inh	GPR151 ag	TEAD-YAP block	FBW7 act
O=C(CCN1C(=O)C2C3CCC(C3)C2C1=O)Nc1ccccc1Cl (stereo not drawn)	-12	-0.3	8	-0.1
O=C1C[C@@H](O)[C@@H](O)[C@@H]2[C@@H]3C(=O)N(c4ccc(F)cc4F)C(=O)[C@@H]3CC[C@@H]12	8	-1.0	.	-0.1
COc1cccc(-n2c(SCC(=O)N3C(C)CCCC3C)nnc2-c2ccncc2)c1 (stereo not drawn)	4	-0.7	9	0.5
COCCNC(=O)/C(C#N)=C/c1ccc(-c2ccc(Cl)c(C(=O)O)c2)o1	1	-1.1	4	-0.1
CC(C)CCn1cnc2sc3c(c2c1=O)CCC(N(C)CCc1cnn(C)c1)C3 (stereo not drawn)	10	0.4	6	0.0
Cc1scc(CN2CCOCC2)c1C	0	-0.5	-2	-0.1
COc1ccccc1CNC(=O)c1cccc(C(=O)NCc2ccccc2OC)c1	5	0.3	5	-0.1
COc1ccc2[nH]c3nc4ccccc4nc3c2c1	0	-1.3	-27	-0.1
CCCN1CCC2(CC1)c1ccccc1[C@@H](NC(=O)CSC)[C@@H]2OC	7	0.0	-4	-0.1
CC1(C)Cc2cccc(OCCCS(=O)(=O)NCc3ccccc3)c2O1	2	0.1	3	0.1
O=C1C(=O)N(C2CCCC2)C(=O)N1CC(=O)N1CCSc2ccccc21	-2	-0.1	5	0.1
O=c1c2c3c(sc2nc2c4ccccc4c(N4CCOCC4)nn12)CCCC3	-8	0.5	0	-0.2
C1=C(CCNc2nc(Cc3ccccc3)nc3sc4c(c23)CCCC4)CCCC1	0	-0.4	6	0.0

# Continued.
structure	MITF inh	GPR151 ag	TEAD-YAP block	FBW7 act
Cc1cc(C2C(C#N)=C(N)N(c3ccc(Cl)cc3)C3=C2C(=O)CCC3)c(C)s1 (stereo not drawn)	25	1.3	-1	-0.1
CC(=O)Nc1ccc(S(=O)(=O)Nc2ccc(C(=O)Nc3nccs3)cc2)cc1	13	-0.9	4	0.0
COCCn1nnnc1C(C(C)C)N1CCN(C2CCCCC2)CC1 (stereo not drawn)	3	-1.0	0	0.0
CC(C)Oc1ccc(OCCSc2nc3ccccc3c(=O)[nH]2)cc1	1	0.2	4	0.3
O=C(c1cscn1)N1CCOc2ccc(CN3CCc4ccccc4C3)cc2C1	7	-1.1	-5	0.9
CC1(C)CC(=O)C=C(Nc2ccccc2Br)C1	9	-2.5	-10	0.1
O=C(c1ccoc1)N1CCCC(c2[nH]ncc2Cc2ccccc2)C1 (stereo not drawn)	14	-1.4	-1	0.1
CN(C)S(=O)(=O)c1ccc(C(=O)Nc2[nH]nc(N3CCCC3)c2C#N)cc1	0	0.5	-1	0.1
CCOc1ccc2nc(SC3CC(=O)N(c4cccc(OC)c4)C3=O)sc2c1 (stereo not drawn)	4	1.4	-32	0.0
O=C(COc1cccc2ccccc12)Nc1ccc(S(=O)(=O)Nc2nccs2)cc1	-8	0.8	-4	-0.2
COc1cc(/C(C#N)=C/c2ccccc2)c([N+](=O)[O-])cc1OC	-5	0.7	17	-0.2
COc1ccc2c(c1)N(C(=O)CSc1nc3ccccc3o1)C(C)(C)c1ssc(=S)c1-2	8	1.1	6	-0.3
COC1OC(=O)C(Cl)=C1Nc1cccc(C)c1 (stereo not drawn)	15	0.6	5	0.1
O=C(Cc1ccc(F)cc1)Nc1nc2c(Cl)cccc2s1	-16	0.9	-5	-0.2
CC1CCN(C(c2cc3cc4c(cc3[nH]c2=O)OCO4)c2nnnn2C(C)(C)C)CC1 (stereo not drawn)	4	1.6	10	0.0
COc1ccc2c(c1)c(Sc1ccccc1)c(CC(=O)Nc1cccc(Cl)c1)n2C	4	-0.6	-6	-0.1
CCC(C)C(CO)NC(=O)C(=O)NC(CO)C(C)CC (stereo not drawn)	-5	-1.1	1	0.0
Nc1c(C(=O)c2cccs2)sc2nc(-c3cccs3)cc(-c3ccc(Cl)cc3)c12	-9	-2.3	-8	0.1
CC(C)(C)C1CCc2c(sc(NC(=O)c3ccco3)c2C(=O)N2CCN(Cc3ccccc3)CC2)C1 (stereo not drawn)	16	-0.4	5	0.3
C=CCn1c(=O)n(-c2cccc(Cl)c2C)c(=O)c2c3c(sc21)CN(C(C)=O)CC3	10	-1.8	-1	0.5
Cc1ccccc1NC(=S)N1CCC(NC(=O)c2ccco2)CC1	12	0.6	10	0.1
CCOc1ccccc1N1CC(C(=O)Nc2sccc2C(N)=O)CC1=O (stereo not drawn)	-1	-0.6	6	0.0
COc1ccccc1NC(=O)C1CC12CCN(Cc1cccc(OCCO)c1)CC2 (stereo not drawn)	-1	-0.5	0	0.1
COc1cccc(-c2cc(C(=O)N3CCN(Cc4ccccc4)CC3)on2)c1	-11	-1.1	-8	0.1
Cc1nnnn1-c1cccc(C(=O)O)c1	-10	0.5	-7	0.5
Cc1ccc(C(=O)N/C(=C/c2ccc(Cl)cc2)C(=O)NCCO)cc1	5	-1.2	0	0.3
COc1ccc(-c2cc(C(F)(F)F)n3nc(C(=O)Nc4cccc(CCC#N)c4)cc3n2)cc1	5	0.5	-11	0.0
COc1ccccc1C(=O)N/N=C/c1cccs1	24	-1.9	-60	0.4
CC(NC(=O)C1CCCN1S(=O)(=O)c1cccs1)c1ccccc1 (stereo not drawn)	-2	0.1	-5	0.0
Cc1nc(C)n(-c2ccc(Nc3cc(-c4nn(-c5ccccc5C#N)cc4-c4ccccc4)ccn3)cc2)n1	19	-2.4	33*	0.0
O=C(O)/C=C/c1cccc(-c2cnn3c(NCc4ccc(F)cc4)ccnc23)c1	-8	1.3	-8	-0.6
C=CCNC(=O)/C(=C/c1ccc(OC(C)=O)c(OC)c1)NC(C)=O	11	0.6	-3	0.0
CCCCCn1c(=S)[nH]c2cc(C(=O)NCC3CCCO3)ccc2c1=O (stereo not drawn)	6	0.9	-14	-0.2
O=S(=O)(c1ccc(Oc2cccc3ccccc23)nc1)N1CCCC1	14	1.4	-4	0.6
CC(C)NC(=O)CN1CCC(c2ccncc2)CC1	12	-1.5	0	0.1
CCCCN(CC)S(=O)(=O)c1ccc(C(=O)Nc2sc3c(c2C(=O)OCC)CCN(CC)C3)cc1	-24	-0.8	2	0.1
CNC(=O)COC(=O)c1cc(Cl)ccc1Cl	-11	2.3	1	-0.2
CC(NC(=O)CCNS(=O)(=O)c1ccc2c(c1)c(=O)n(C)c(=O)n2C)c1ccccc1 (stereo not drawn)	11	0.8	8	-0.1
N#Cc1ccccc1CNC1CCCC1	37	0.9	1	-0.3
CCCOc1ccc(/C=C/C(=O)Nc2ccc(S(=O)(=O)Nc3ncccn3)cc2)cc1	0	-0.2	-6	0.4
N#C/C(=C\Nc1ccc(F)c([N+](=O)[O-])c1)c1nc(-c2cc3ccccc3oc2=O)cs1	-11	-0.2	-1	0.0
COC(=O)C1(C(F)(F)F)CC(C)=C(C)CN1S(=O)(=O)c1ccccc1 (stereo not drawn)	-4	0.9	-2	-0.1
CC1CC(C)CN(C(=O)COC(=O)COc2ccccc2C#N)C1 (stereo not drawn)	4	0.3	-8	-0.1
Cc1cccc(NC(=O)CSc2nnnn2C(C)C)n1	-6	0.1	6	0.1
Cc1cccc(N2C(=O)NC(=O)/C(=C/c3ccccc3C)C2=O)c1	-1	0.0	-1	0.0
CCCn1c(SC)nc2ccccc2c1=O	11	-1.4	-1	0.2
CC(=O)Nc1ccc(S(=O)(=O)Nc2ccc(S(=O)(=O)N3CCc4ccccc43)cc2)cc1	9	0.2	17	0.2
Cc1ccc2nc(-c3ccc(Cl)cc3)cc(C(=O)OCC(=O)c3ccc(C)c(C)c3)c2c1	-1	0.6	-3	0.0
CCOc1ccc(C(O)(CCN2CCOCC2)C2CCCCC2)cc1 (stereo not drawn)	3	1.2	-5	-0.2
Cc1cc(C)nc(OC(Cc2cnccn2)c2ccccc2)n1 (stereo not drawn)	18	-0.5	5	-0.3

# (cont.)
structure	MITF inh	GPR151 ag	TEAD-YAP block	FBW7 act
COc1cc(NC(=O)c2ccc(N3CC4CC(C3)c3cccc(=O)n3C4)c([N+](=O)[O-])c2)cc(OC)c1OC (stereo not drawn)	24	-0.9	5	0.3
CC(=O)N1CCC(N(CCN2CCOCC2)C(=O)Nc2ccc(Cl)c(Cl)c2)CC1	-3	2.9	-12	-0.3
O=C1/C(=C/c2ccc(Br)cc2)N=C2CCCCCN12	-7	-0.6	-3	0.0
O=C(C[n+]1ccccc1)N/N=C/c1ccc(Cl)c(Cl)c1	5	3.0	6	0.9
O=C(Cn1cnc2c(nnn2-c2ccc(F)cc2)c1=O)NCc1ccccc1Cl	-1	0.5	11	-0.1
C=CCN1C(=O)C(O)(CC(=O)c2ccc(N)cc2)c2ccccc21 (stereo not drawn)	12	-0.3	7	0.7
Brc1ccc(/C=N/Nc2cc(N3CCOCC3)nc(N3CCOCC3)n2)cc1	-2	0.4	1	-0.1
CC(=O)Nc1ccc(/C=C2\C(=O)N(c3ccccc3)N=C2C)cc1	-6	-2.0	-6	0.1
Cc1cc(NC(=O)CCN2C(=O)/C(=C/c3ccccc3Cl)SC2=S)no1	3	1.7	1	-0.1
CC(=O)Nc1ccc(-n2c(/C=C/c3ccc([N+](=O)[O-])cc3)nc3ccccc3c2=O)cc1	19	0.0	8	-0.1
Cc1cc(C(F)F)n2nc(C(=O)Nc3ccc(F)c(F)c3)nc2n1	8	-0.1	1	0.5
Cc1c(C(=O)Nc2ccc(Cl)cc2)oc2ccccc12	-1	2.1	-62	0.1
CCOC(=O)COn1c(=O)c(-c2ccc(Cl)cc2)[n+]([O-])c2ccccc21	0	0.0	-7	-0.1
O=C1NCCOc2ccc(NC(=O)C3CCCCC3)cc21	12	-1.5	-9	0.2
CCOCc1c(C)cc(C)c(/C=C(\C#N)C(=O)OCC)c1C	6	0.4	-9	-0.1
CN(NC(=O)CN1CCCCCC1)C1=NS(=O)(=O)c2ccccc21	19	0.3	1	0.8
C/C(CC(=O)Nc1ccc(Cl)cc1C)=N\NC(=O)c1ccccc1	-15	-0.3	-68	0.0

# Assay outcomes (PubChem)

# Hits appear at their usual frequency; about 3.5% have a hit in one of these screens.
